Screens (PubChem)
AmpC inh no detg – AmpC beta-lactamase inhibition without detergent | P00811 | AmpC nitrocefin hydrolysis, absorbance 480 nm, 0.0001% Triton | Potency, µM (series often up to 57.1 µM), without a hit: at the highest dose activity change, negative = inhibition, most hits filed as inhibitors | 0.52% of 330,000 active | AID 485341;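 also: potency is read from the fitted curve at half-maximal effect; plate controls were no compound for no effect and no enzyme for full effect; nearly all actives have a fitted effect of over 20% in size; some results filed as inactive show a strong effect at the top dose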
Target sequence (P00811 whole entry, looked up): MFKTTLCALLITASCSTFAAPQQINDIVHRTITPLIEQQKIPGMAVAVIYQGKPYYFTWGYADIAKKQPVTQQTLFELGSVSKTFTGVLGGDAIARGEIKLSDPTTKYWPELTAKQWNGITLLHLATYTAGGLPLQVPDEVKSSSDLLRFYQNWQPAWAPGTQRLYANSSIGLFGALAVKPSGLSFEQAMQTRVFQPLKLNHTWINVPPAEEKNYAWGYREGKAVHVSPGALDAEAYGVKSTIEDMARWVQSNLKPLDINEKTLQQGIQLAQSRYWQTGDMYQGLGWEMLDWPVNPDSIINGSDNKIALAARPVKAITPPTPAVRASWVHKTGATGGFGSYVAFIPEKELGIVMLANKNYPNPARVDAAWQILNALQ
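AmpC (5.3 nM in the dispensed reagent) in 20 mM phosphate pH 7.0 with 0.01% (detergent screen) or 0.0001% Triton X-100 was preincubated with compounds for 15 min at room temperature. Nitrocefin was then added from an 800 uM solution, and hydrolysis was followed at 480 nm.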
AMA1 RON2 block – inhibitors of Plasmodium falciparum AMA1-RON2 interaction; 0.2% of 360,000 active; AlphaScreen AMA1-biotinylated RON2 peptide binding; Potency, µM (highest dose often 58.2 µM), without a hit: top-dose activity change, negative = inhibition, hits mostly inhibitors; AID 720542;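 also: potency is read from the fitted curve at half-maximal effect; 0% = vehicle wells and -100% = peptide control; nearly all actives have a fitted effect of over 45% in size; some results filed as inactive show a strong effect at the top dose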
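AMA1 (3D7) with his tag at 25 nM final met compounds first, then biotinylated RON2 peptide at 25 nM; detection used donor plus acceptor beads, 10 µg/mL apiece, read by AlphaScreen after 30 min at room temperature.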
HCMV antiviral – inhibitors of human cytomegalovirus; HFF cells, HCMV-luciferase reporter, 72 h; hits give low values; activity change, negative = inhibition, % at 57.5 µM; 4.5% of 410,000 active; in the data active = activity change below about -60%; inconclusive = no clear call, values can overlap the other calls; inactive = above about -39%
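Steps: HFFs plated, 16 h 37C; compounds added; HCMV-luciferase added to MOI 1 PFU/cell; 72 h 37C; OneGlo reagent, 5 min room temperature; luminescence read, normalized to controls.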
TbPYK inhibitor – T. brucei pyruvate kinase inhibition | Potency, µM (top dose mostly 76.8 µM), for inactives: top-dose activity, negative = inhibition, hits mostly inhibitors | 0.12% of 410,000 active | TbPYK enzyme, Kinase-Glo Plus ATP luminescence, 45 min | AID 624173; also: potency is read from the fitted curve at half-maximal effect; nearly all actives have a fitted effect of over 50% in size
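Glycolytic pyruvate kinase of T. brucei was incubated with substrate, test compound and 130 uM ADP for 45 minutes at room temperature. Luminescent Kinase-Glo Plus signal was measured after 10 minutes.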
AmpC detergent – blocks E. coli AmpC beta-lactamase in detergent assay | Potency, µM (series often up to 114 µM), for inactives: at the highest dose activity change, negative = inhibition, most hits filed as inhibitors | 0.041% of 370,000 active | AmpC hydrolysis of nitrocefin, absorbance 480 nm, 0.01% Triton;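 also: potency is read from the fitted curve at half-maximal effect; 0% = no-compound wells and -100% = no-enzyme wells; nearly all actives have a fitted effect of over 25% in size; some results filed as inactive show a strong effect at the top dose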
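AmpC (5.3 nM in the dispensed reagent) in 20 mM phosphate pH 7.0 with 0.01% (detergent screen) or 0.0001% Triton X-100 was preincubated with compounds for 15 min at room temperature. Nitrocefin was then added from an 800 uM solution, and hydrolysis was followed at 480 nm.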
LmPK inh – blocks Leishmania mexicana pyruvate kinase activity; Q27686; purified LmPK, Kinase-Glo ATP luminescence, 1 h; Potency, µM (highest dose often 57.5 µM), without a hit: at the top dose activity change, negative = inhibition, actives largely listed as inhibitors; 0.37% of 290,000 active; AID 1721; also: potency is read from the fitted curve at half-maximal effect
Target sequence (Q27686 whole entry, looked up): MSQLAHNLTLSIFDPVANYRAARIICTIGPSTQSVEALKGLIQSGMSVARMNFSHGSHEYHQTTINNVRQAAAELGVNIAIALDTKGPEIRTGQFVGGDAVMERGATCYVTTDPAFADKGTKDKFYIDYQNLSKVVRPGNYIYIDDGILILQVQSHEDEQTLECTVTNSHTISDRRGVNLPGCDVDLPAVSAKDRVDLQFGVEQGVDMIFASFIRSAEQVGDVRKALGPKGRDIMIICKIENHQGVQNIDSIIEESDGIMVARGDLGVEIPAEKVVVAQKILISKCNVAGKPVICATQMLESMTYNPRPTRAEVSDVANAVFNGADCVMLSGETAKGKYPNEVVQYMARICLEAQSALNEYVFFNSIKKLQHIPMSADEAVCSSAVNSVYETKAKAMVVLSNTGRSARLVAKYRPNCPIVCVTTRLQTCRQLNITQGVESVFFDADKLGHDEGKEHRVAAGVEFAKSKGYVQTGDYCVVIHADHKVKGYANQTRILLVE
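In 50 mM imidazole pH 7.2 with 7 mM MgCl2, LmPK (0.1 nM) turned over PEP (0.5 mM) and ADP (0.1 mM) for 1 h at room temperature. Luciferase read-out of ATP.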
HCV inhibitor – inhibitors of hepatitis C virus infection; Huh7.5.1 HCVcc-Cre infection, luciferase reporter, 44 h; 3.4% of 340,000 active; Potency, µM (highest dose often 41.8 µM), inactives show at the top dose activity change, negative = inhibition, usual class: inhibitors; also: potency is read from the fitted curve at half-maximal effect
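Cells (1,000/well) were plated 4 h before compound, then infected with HCVcc-Cre virus (~0.5 moi). After 44 h further culture, infection was read as luciferase luminescence following a 15 min substrate incubation at room temperature.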
* hit, by the source's call; ? = inconclusive; nt = not tested or not shown; + = active, no number; & = joins results of further samples; [ ] = another dose, or the depositor's remark. Unless noted, calls follow the shape of the dose curve; as a rule, active = well fitted curve in the direction sought with a large enough effect; inconclusive = small, poorly fitted or top-dose-only effect, or another doubt; inactive = no such curve, though single readings can be large; an effect the other way counts as inactive or inconclusive. Unless noted, % is scaled to controls: 0 for no effect and ±100 for the full control effect.

SMILES	AmpC inh no detg	AMA1 RON2 block	HCMV antiviral	TbPYK inhibitor	AmpC detergent	LmPK inh	HCV inhibitor
CN(Cc1ccccc1)c1c([N+](=O)[O-])c(=O)n(C)c2ccccc12	-22%	-23%	2	-4%	4%	0%	?
CC(C)(C)c1csc(NC(=O)CS(=O)(=O)c2ccccc2)n1	-55%	-9%	59	1%	-4%	0%	-15%
COCCCn1c(C)csc1=Nc1cccnc1	-3%	-27%	-8	-13%	-8%	0%	11%
COC(=O)Cn1ncc(N(C)Cc2ccccc2)c(Cl)c1=O	1%	6%	12	0%	?	1%	12%
CCOC(=O)c1cnc2nc[nH]n2c1=O	9%	-1%	23	1%	?	-7%	-1%[8.37 µM]
COc1ccc(-c2nc(C)ncc2-c2ccccc2)c(O)c1	15%	-4%	-10	6%	-6%	3%	-27%
Fc1ccccc1CSc1ncnc2c1ncn2C1CCCCO1 (stereo unspecified)	nt	13%	53	-1%	nt	nt	?
COc1ccc(-c2c(-c3ccccc3OC)oc3ccccc23)cc1F	-27%	2%	4	-3%	3%	nt	0%
CC(C)c1ccc(NC(=S)NCc2cccs2)cc1	-34%	21%	-12	-3%	?	0%	?
O=C(Nc1nc2ccsc2c(=O)s1)C1CCC1	-17%	7%	-27	-2%	2%	-14%	16%
Cc1ccc(C(=O)COc2ccc3c(C)cc(=O)oc3c2)cc1	-8%	4%	0	-13%	-12%	4%	?
Cc1ccc(CNn2cn[nH]c2=S)cc1	nt	56%[activator]	7	?	nt	nt	28%
O=C(c1cccs1)N1C2CCC1CC(O)(c1cccnc1)C2 (stereo unspecified)	-17%	-6%	30	0%	-2%	-1%	-9%
O=C(OCc1ccc(Br)cc1)c1cccc(-c2nnc(-c3ccccc3)o2)c1	-9%	13%	49	6%	-9%	-2%	?
CCN(CC)CCNCC(=O)Nc1ccc(Cl)cc1C(=O)c1ccccc1	43%	-7%	30	-12%	-1%	-16%	-29%
COc1cc(C(O)c2nc(-c3cccc(F)c3)cs2)ccc1F (stereo unspecified)	nt	23%	-24	4%	nt	nt	nt
Cc1cc(C)nc(SCc2cn3c(C)cc(C)nc3n2)n1	-12%	-6%	-34	3%	-2%	-3%	?
COCc1nnc(NC(=O)c2cc(OC)c(OC)cc2[N+](=O)[O-])s1	-9%	0%	7	-15%	-4%	-4%	4%
CCOC(=O)c1ccc(NC(=S)NCc2ccc(F)cc2)cc1	nt	6%	-9	-1%	nt	nt	-29%
CCCc1nnc(SCC(=O)O)n1CC	-4%	2%	0	2%	1%	3%	9%
NC(=O)Nc1ccc(C(=O)OCC(=O)Nc2ccc([N+](=O)[O-])cc2C(F)(F)F)cc1	-46%	10%	-28	-3%	-4%	-1%	19%
O=C1NC[C@H](CCCCN2C[C@H](Cc3ccccc3)N(CCC3CCCCC3)C(=O)C2=O)N(CCC2CCCCC2)C1=O	nt	-6%	-8	-3%	nt	nt	nt
O=c1cc(-c2ccccc2)nc2c(Cl)cc(Cl)cn12	nt	-8%	21	1%	nt	nt	nt
Cc1cccc(NC(=O)C(=O)NCC2CCCO2)c1 (stereo unspecified)	-15%	2%	18	-2%	-5%	-7%	0%
CCCS(=O)(=O)NC(=O)C1(C)CCCN(C(=O)c2ccc(OC)cc2)C1 (stereo unspecified)	nt	19%	?	-1%	nt	nt	nt

Single records, as listed above.
`O=C(OCc1ccc(Br)cc1)c1cccc(-c2nnc(-c3ccccc3)o2)c1` is listed with AmpC inh no detg = -9%; AMA1 RON2 block = 13%; HCMV antiviral = 49; TbPYK inhibitor = 6%; AmpC detergent = -9%; LmPK inh = -2%; HCV inhibitor = ?
`COc1ccc(-c2nc(C)ncc2-c2ccccc2)c(O)c1` is listed with AmpC inh no detg = 15%; AMA1 RON2 block = -4%; HCMV antiviral = -10; TbPYK inhibitor = 6%; AmpC detergent = -6%; LmPK inh = 3%; HCV inhibitor = -27%

(cont.)
SMILES	AmpC inh no detg	AMA1 RON2 block	HCMV antiviral	TbPYK inhibitor	AmpC detergent	LmPK inh	HCV inhibitor
O=C(O)c1cccc(S(=O)(=O)N2CCOCC2)c1	-22%	-1%	30	2%	?	-7%	6%
O=C(O)c1c[nH]c2nccnc12	nt	?	-10	6%	nt	nt	nt
O=C(CSc1ccc(Cl)cc1)Nc1cccc(NC(=O)c2ccco2)c1	-35%	0%	-34	-14%	-2%	0%	-29%
c1cc(-n2nnc3cnccc32)ccn1	-14%	-7%	-7	5%	-13%	-1%	9%
CCn1c(CNC(=O)c2ccc(F)cc2)cc2ccccc21	-27%	-4%	3	7%	7%	-1%	10%
O=C(Nc1nc2c(Cl)c(Cl)ccc2s1)C1CC1	-14%	5%	27	-1%	-13%	0%	-8%
COc1cc(-n2c(=S)[nH]c3ccc(C)cc3c2=O)c(Cl)cc1Cl	-39%	83%[activator]	24	-10%	3%	-4%	10µM*
Cc1ccc(NC(=O)Cn2cc(C(=O)C3CC3)c3ccccc32)cc1	-22%	8%	?	-4%&-1%	-1%&21%	4%	3%
Cc1ccc(C(=O)Nc2cccc([N+](=O)[O-])c2)cc1S(=O)(=O)Nc1ccc(NC(=O)c2ccccc2)cc1	-53%	-7%	-74*	-4%	-1%	0%	10µM*
Cn1cc(C(=O)c2cccc(Cl)c2)cc1/C=N\O	-23%	-16%	10	-1%	6%	2%	-2%
Cc1cccc(C(=O)Nc2ccc(S(=O)(=O)N3CCOCC3)cc2C)c1	-11%	1%	3	-10%	?	0%	2%
O=C(NCc1ccc(F)cc1)c1ccc2nc(N3CCCCC3)sc2c1	nt	nt	65	6%	-6%	nt	nt
Cc1ccc(S(=O)(=O)NCCNC(=O)N2CCOCC2)cc1	-15%	7%	-1	nt	-13%	4%	1%
Cc1cccc(C)c1-n1nnnc1C1(C)CCC(=O)N1Cc1ccc(F)cc1 (stereo unspecified)	nt	-11%	5	-4%	nt	nt	nt
Fc1ccccc1NC(=S)Nc1ccc(Br)cc1	-22%	30%[activator]	?	-4%	0%	-6%	-15%
O=C(Nc1ccc(F)cc1)N1CCc2ccccc2C1	-23%	-8%	-16	2%	3%	-1%	-1%
CCN(CCCNC(=O)c1[nH]c(C)c(C(C)=O)c1C)c1cccc(C)c1	-6%	-9%	-5	-16%	?	-6%	?
CCCCNC(=O)C[C@@H]1C[C@@]2(C(=O)OCC)CCCC=C2N(Cc2ccc3c(c2)OCO3)C1=O	nt	-4%	-9	0%	nt	nt	nt
CC(C)(C)OC(=O)NCCCC[C@H](NC(=O)c1[nH]cnc1C(=O)Nc1ccccc1)C(=O)OC(C)(C)C	69%[activator]	119%[activator]	24	4%	-4%	4%	?
CSCC(=O)N1CCCC(CNC(=O)c2ccccc2Cl)C1 (stereo unspecified)	-14%	-10%	0	1%	0%	-1%	12%
CC(=O)Nc1ccc(NC(=O)c2sc3nc4n(c(=O)c3c2C)CCCCC4)cc1	-11%[11.4 µM]	16%	-82*	1%	?	9%	?
CC(C)c1ccc(/C=C/C(=O)NNC(=O)c2cccnc2)cc1	0%	121%[activator]	-18	3%	-8%	0%	6%
COc1ccccc1CCNC(=O)CCn1c(=O)oc2ccccc21	1%	-4%	7	-2%	?	-6%	18%
Cc1ccc(N2CN=c3s/c(=C\c4ccccn4)c(=O)n3C2)cc1	-7%	-5%	2	1%	-19%	9%	11%
Cc1ccc(-c2ccnc3nc(-n4cccc4)nn23)o1	-13%	1%	6	?	4%	1%	?

(cont.)
SMILES	AmpC inh no detg	AMA1 RON2 block	HCMV antiviral	TbPYK inhibitor	AmpC detergent	LmPK inh	HCV inhibitor
Cc1cccc(N2CCN(C(=O)C3CCN(S(=O)(=O)c4c(C)noc4/C=C/c4ccccc4F)CC3)CC2)c1C	nt	nt	-36	-3%	16%	nt	nt
COc1ccccc1CNC(=O)c1ccc(N2CCCC2)c(NC(=O)NCc2ccc(C)cc2)c1	nt	nt	-32	2%	14%	nt	nt
COc1ccc(NC(=O)CSc2ccc(NC(C)=O)cc2)cc1S(=O)(=O)N1CCCCC1	-38%	11%	23	-2%	?	3%	?
Cc1ccc(S(=O)(=O)CCC(=O)N2CCc3ccccc32)cc1	-50%	10%	33	1%	3%	1%	2%
COCCCNC(=O)c1cnn(-c2ccccc2Cl)c1C1CCN(C(=O)OC(C)(C)C)CC1	nt	nt	+	-11%[15.4 µM]	19%	nt	nt
Cc1ccc(/C=C/C(=O)c2ccccc(=O)c2O)c(C)c1	?	59%[activator]	-82*	4%	?	-2%	?
CC1(C)C2CCC1(CS(=O)(=O)N1CCN(c3ccccc3F)CC1)C(=O)C2 (stereo unspecified)	15%	7%	40	-11%	-2%	-3%	-4%
CC(C)n1ncc2c(C(=O)Nc3cccc(C#N)c3)cc(C3CC3)nc21	-41%	-2%	-91*	-4%	-18%	nt	11µM*
COc1ccc(Br)cc1CN1CCC(N2CCCC2)CC1	-15%	?	-10	3%	2%	-1%	?
O=S(=O)(c1ccccc1)[C@@]1(c2ccc(Br)cc2)C[C@@H]2ON=C(c3cccc(Br)c3)[C@@H]2C1	-22%	-1%	-18	-2%	-7%	nt	12%
COc1cc2c(cc1OC)C(COc1ccc3c(C)cc(=O)oc3c1)N(C(=O)c1ccc(Cl)cc1)CC2 (stereo unspecified)	nt	nt	1	-6%	-6%	nt	nt
CC(=O)Nc1ccc2nc(SCC(=O)O)sc2c1	-18%	-19%	0	-25%	-12%	-11%	22%
COC(=O)c1ccc(CNC(=O)COC(=O)C2CC3C=CC2C3)cc1 (stereo unspecified)	-24%	8%	7	0%	1%	0%	3%
Cc1ccc(C(=O)c2cn(Cc3ccccc3)c3c(F)cc(F)cc3c2=O)cc1	nt	nt	?	3%	-16%	nt	nt
CC(C)Oc1ccc(C2CC(=O)N(C)C2=O)cc1 (stereo unspecified)	-6%	5%	3	5%	4%	1%	7%
COc1ccc(NC(=O)CNc2cc(S(=O)(=O)N3CCOCC3)ccc2N2CCOCC2)c(OC)c1	-25%	6%	-1	-8%	nt	nt	11%
CNc1ccccc1C(=O)OCC(=O)c1ccc(F)cc1	-36%	-2%	-26	6%	-13%	9%	26%
COc1cc2[nH]c(=S)nc(NC3CCCC3)c2cc1OC	39%	nt	nt	nt	-8%	1%	nt
CCn1cc(C(=O)Nc2ccc(C(C)C)cc2)c2cc(OC)c(OC)cc2c1=O	nt	nt	?	8%	5%	nt	nt
Cc1ccc(C2=Nc3ccccc3N(CC(=O)NCc3ccc(Cl)cc3)C(=O)C2)cc1C	nt	nt	33	-13%	24%	nt	nt
Cc1ccc(Cl)cc1NC(=O)NCCN1CCCCC1	-13%	8%	9	1%	-6%	3%	-19%
COc1ccc(-c2csc(N=C(N)N)n2)cc1	-29%	-8%	49	4%	0%	1%	-4%
COc1cc(OC)cc(C(=O)NNS(=O)(=O)c2ccc(F)cc2)c1	-11%	6%	7	0%	6%	1%	7%
